ROS inducer = raises reactive oxygen species in U2OS cancer cells; U2OS ROS induction, H2DCF-DA fluorescence; ROS induction (% of piperlongumine), % at 10 µM; hit rate 2% among 46,000; AID 624156; in the data active = ROS induction above about 79%, passing the limit was not always enough;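 note: 0% = DMSO vehicle median and 100% = reference compound median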
* hit, by the source's call.

SMILES	ROS inducer
COc1ccc(NC(=O)Nc2ccc3c(c2)C(=O)N([C@@H](C)CO)C[C@@H](C)[C@H](CN(C)C)O3)cc1	-13.7
CS(=O)(=O)N(CC(=O)Nc1ccccc1C(F)(F)F)c1ccc(Cl)c(C(F)(F)F)c1	-12.1
CCOc1ccc(NC(=O)Cc2ccccc2OC)cc1	-9.3
C[C@H]1CN([C@@H](C)CO)C(=O)c2cccc(NS(=O)(=O)c3cccs3)c2O[C@H]1CN(C)S(=O)(=O)c1cccs1	-2.4
COc1ccc(NC(=O)Nc2ccc3c(c2)C(=O)N([C@@H](C)CO)C[C@H](C)[C@@H](CN(C)S(=O)(=O)c2ccc(OC)cc2)O3)cc1	0.4
C[C@@H]1CCCCO[C@@H](CN(C)S(=O)(=O)c2ccc(Cl)cc2)[C@@H](C)CN([C@H](C)CO)C(=O)c2cc(NC(=O)Nc3cccc4ccccc34)ccc2O1	21.7
C[C@H](CO)N1C[C@H](C)[C@H](CN(C)Cc2ccncc2)Oc2ccc(NC(=O)Nc3cccc4ccccc34)cc2CC1=O	33.8
C[C@H](CO)N1C[C@H](C)[C@H](CN(C)Cc2ccc(C(=O)O)cc2)Oc2ccc(NS(=O)(=O)c3cccs3)cc2C1=O	-1.3
COc1ccc(CN(C)C[C@H]2Oc3c(NC(=O)Nc4ccc5c(c4)OCO5)cccc3C(=O)N([C@@H](C)CO)C[C@@H]2C)cc1	5.8
C[C@@H]1CN([C@H](C)CO)C(=O)c2cccc(NC(=O)Nc3ccc4c(c3)OCO4)c2O[C@H]1CN(C)CC1CC1	3.6
CC1(C)Cc2nc3sc4c(SCC(=O)Nc5ccc(Cl)cc5)ncnc4c3cc2CO1	2.3
C[C@@H]1CN([C@@H](C)CO)C(=O)c2cccc(NC(=O)C3CCCCC3)c2O[C@H]1CN(C)C(=O)Nc1cccc2ccccc12	-3.5
CCCC(=O)N1c2ccccc2NC2=C(C(=O)CCC2)C1c1ccc(OC)c(OC)c1 (centres undefined)	-7.7
C[C@H](CO)N1C[C@H](C)[C@@H](CN(C)Cc2ccncc2)Oc2c(NS(=O)(=O)c3cccs3)cccc2C1=O	-1.1
C[C@@H]1CCCCO[C@@H](CN(C)Cc2ccc(C(F)(F)F)cc2)[C@@H](C)CN([C@H](C)CO)C(=O)c2cc(N(C)C)ccc2O1	29.9
C[C@H]1CN([C@@H](C)CO)C(=O)Cc2cc(NC(=O)Nc3ccccc3)ccc2O[C@H]1CN(C)C(=O)Nc1ccc(C(F)(F)F)cc1	13.5
Cc1cc(NC(=O)CN(c2cccc(F)c2)S(C)(=O)=O)ccc1Br	-2.0
C[C@@H]1CN([C@H](C)CO)C(=O)Cc2cc(NC(=O)Cn3cnnn3)ccc2O[C@H]1CN(C)Cc1ccc(Oc2ccccc2)cc1	24.4
C[C@H](CO)N1C[C@H](C)[C@H](CN(C)CC2CCCCC2)Oc2ccc(NC(=O)Nc3ccc4c(c3)OCO4)cc2C1=O	-0.8
C[C@@H]1CN([C@H](C)CO)C(=O)c2cccc(NC(=O)Nc3ccc4c(c3)OCO4)c2O[C@H]1CN(C)C(=O)NC1CCCCC1	-7.8
Cc1ccc(S(=O)(=O)c2nc(S(C)(=O)=O)sc2N2CCCC2)cc1	-9.0
C[C@@H]1CN([C@H](C)CO)C(=O)Cc2cc(NC(=O)NC3CCCCC3)ccc2O[C@@H]1CN(C)Cc1ccncc1	4.5
COC(=O)c1cnn(-c2ccccc2)c1C(OC)OC	-8.9
Cc1ccc(S(=O)(=O)Nc2ccc3c(c2)C(=O)N([C@H](C)CO)C[C@H](C)[C@@H](CN(C)C(=O)CCC(F)(F)F)OCCCC[C@@H](C)O3)cc1	11.1
C[C@@H]1CN([C@@H](C)CO)C(=O)c2cccc(NS(=O)(=O)c3ccc(Cl)cc3)c2O[C@@H]1CN(C)C(=O)NC1CCCCC1	-0.1
Cc1ccc2oc(-c3ccccc3)cc(=NCCN(C)C)c2c1	2.3
CC(C)n1c(SCC(=O)c2ccccc2)nc2cc(Cl)ccc21	13.0
COc1cc(-c2nnn(CC(=O)O)n2)cc(OC)c1OC	-12.6
C[C@H](CCC(=O)O)[C@H]1CCC2C3C(=O)CC4CC(=O)CC[C@]4(C)C3CC(=O)[C@@]21C (some centres undefined)	-6.0
COc1ccc(S(=O)(=O)Nc2ccc3c(c2)C(=O)N([C@@H](C)CO)C[C@@H](C)[C@@H](CN(C)C(=O)Nc2ccccc2)O3)cc1	16.5
Cc1onc(-c2ccccc2)c1C(=O)n1nnc2ccccc21	40.2
C[C@H](CO)N1C[C@H](C)[C@H](CN(C)C(=O)Nc2ccc(F)cc2)Oc2ccc(NS(=O)(=O)c3cn(C)cn3)cc2C1=O	-13.1
COc1ccc(OCC(=O)Nc2ccc3oc(-c4cccc(Br)c4)nc3c2)cc1	-6.6
C[C@@H]1CN([C@H](C)CO)C(=O)CCCn2cc(nn2)CO[C@@H]1CN(C)S(=O)(=O)c1ccccc1	104.4*
COc1cc(/C=N/NC(=O)CCCCCCC(=O)Nc2ccccc2O)c([N+](=O)[O-])cc1OC	13.5
O=S(=O)(/N=S1/CCC2(C1)OCCO2)c1cc(C(F)(F)F)cc(C(F)(F)F)c1 (centres undefined)	-7.9
C[C@H](CO)N1C[C@H](C)[C@H](CN(C)C(=O)Nc2ccc(C(F)(F)F)cc2)OCc2cnnn2CCCC1=O	6.1
C[C@@H]1CN([C@H](C)CO)C(=O)c2cc(NC(=O)CCC(F)(F)F)ccc2O[C@@H]1CN(C)Cc1ccc(Oc2ccccc2)cc1	5.3
Cc1nc(Oc2ccc(Cl)cc2)c(C(=O)O)c(C)c1Cl	15.6
Cc1ccc(S(=O)(=O)NCc2ccccc2)cc1C(=O)N1CCCCCC1	-2.8
C[C@H]1CN([C@@H](C)CO)C(=O)c2cccc(NS(=O)(=O)c3ccccc3)c2O[C@H]1CN(C)CC1CCCCC1	-7.3
CNc1nc2ccccc2n2c(C)nnc12	-13.5
CSc1sc(=S)sc1SC	7.9
c1ccc2c(c1)[nH]c1nc(SCCN3CCCCC3)nnc12	16.4
Cc1ncc(CO)c2cc(-c3nnc(Nc4cc(C(F)(F)F)ccc4Cl)s3)c(=O)oc12	-2.2

5 structures already listed, ordered by molecular weight, smallest number first:
SMILES	ROS inducer
CNc1nc2ccccc2n2c(C)nnc12	-13.5
Cc1onc(-c2ccccc2)c1C(=O)n1nnc2ccccc21	40.2
Cc1ccc(S(=O)(=O)NCc2ccccc2)cc1C(=O)N1CCCCCC1	-2.8
Cc1ncc(CO)c2cc(-c3nnc(Nc4cc(C(F)(F)F)ccc4Cl)s3)c(=O)oc12	-2.2
COc1cc(/C=N/NC(=O)CCCCCCC(=O)Nc2ccccc2O)c([N+](=O)[O-])cc1OC	13.5

Shown as a markdown table: entries from further up.
| molecule | ROS inducer |
| --- | --- |
| Cc1ncc(CO)c2cc(-c3nnc(Nc4cc(C(F)(F)F)ccc4Cl)s3)c(=O)oc12 | -2.2 |
| Cc1onc(-c2ccccc2)c1C(=O)n1nnc2ccccc21 | 40.2 |
| C[C@@H]1CN([C@H](C)CO)C(=O)CCCn2cc(nn2)CO[C@@H]1CN(C)S(=O)(=O)c1ccccc1 | 104.4* |
| C[C@H](CO)N1C[C@H](C)[C@H](CN(C)C(=O)Nc2ccc(C(F)(F)F)cc2)OCc2cnnn2CCCC1=O | 6.1 |
| c1ccc2c(c1)[nH]c1nc(SCCN3CCCCC3)nnc12 | 16.4 |

The list continues:
SMILES	ROS inducer
O=C(Nc1cccc(C(F)(F)F)c1)N1CCC(CN2CCc3ccccc3C2)CC1	6.5
C[C@H]1CN([C@@H](C)CO)C(=O)c2cccc(NC(=O)CCCCCC(=O)Nc3ccccc3N)c2O[C@H]1CN(C)CC1CC1	-8.3
CCCn1c2ccccc2c2nnc(SCC(=O)Nc3cccc4ccccc34)nc21	91.7*
COc1ccc(S(=O)(=O)Nc2cccc3c2O[C@H](CN(C)S(=O)(=O)c2ccc(F)cc2)[C@H](C)CN([C@H](C)CO)C3=O)cc1	1.1
C[C@H]1CN([C@@H](C)CO)C(=O)c2cccc(NC(=O)c3nc4ccccc4s3)c2O[C@@H]1CN(C)Cc1ccc(C(F)(F)F)cc1	25.2
Cc1noc(C)c1NC(=O)N(C)C[C@H]1Oc2ccc(NC(=O)NC(C)C)cc2CC(=O)N([C@H](C)CO)C[C@H]1C	2.4
C[C@@H]1CCCCO[C@H](CN(C)C(=O)Nc2ccc3c(c2)OCO3)[C@@H](C)CN([C@H](C)CO)C(=O)c2cc(NC(=O)Cc3ccccc3)ccc2O1	51.7
CCC(C(=O)Nc1cccc(NC(C)=O)c1)c1ccccc1 (centres undefined)	-8.5
O=C1c2ccccc2C(=O)c2c1ncn2-c1ccccc1	-7.1
C[C@H]1CN([C@@H](C)CO)C(=O)c2cccc(NC(=O)c3nc4ccccc4s3)c2O[C@@H]1CN(C)Cc1ccc(Cl)c(Cl)c1	32.3
Cc1noc(C)c1S(=O)(=O)Nc1ccc2c(c1)CC(=O)N([C@@H](C)CO)C[C@H](C)[C@H](CN(C)Cc1ccc(C(F)(F)F)cc1)O2	24.0
O=[N+]([O-])c1ccccc1S(=O)(=O)N1CCN(Cc2ccc(OCCO)cc2)CC1	-15.1
CCc1cc2c(cc3c(=O)[nH]ncn32)s1	-1.6
Cc1ccc(S(=O)(=O)Nc2cccc3c2O[C@@H](CN(C)S(C)(=O)=O)[C@@H](C)CN([C@@H](C)CO)C3=O)cc1	3.6
C[C@@H]1CN([C@H](C)CO)C(=O)c2cccc(NS(C)(=O)=O)c2O[C@@H]1CN(C)S(=O)(=O)c1ccc(Cl)cc1	0.6
O=C(O)Cc1cncc(Br)c1	-5.5
C[C@H]1CN([C@@H](C)CO)C(=O)c2cc(NS(=O)(=O)c3ccc(F)cc3)ccc2O[C@H]1CN(C)Cc1ccc2c(c1)OCO2	9.1
COc1cc(/C=N/NC(=O)c2ccc(C(=O)NO)cc2)c(Br)cc1O	-11.1
COc1ccc(S(=O)(=O)N(C)C[C@H]2Oc3c(NS(=O)(=O)c4ccc(Cl)cc4)cccc3C(=O)N([C@H](C)CO)C[C@H]2C)cc1	-10.0
COc1ccc(S(=O)(=O)N(C)C[C@@H]2Oc3c(NC(=O)Nc4ccccc4)cccc3C(=O)N([C@@H](C)CO)C[C@H]2C)cc1	-3.6
COc1ccc(S(=O)(=O)N(C)C[C@@H]2Oc3ccc(NC(=O)Cc4cn(C)c5ccccc45)cc3C(=O)N([C@@H](C)CO)C[C@H]2C)cc1	38.1
COc1cc(OC)cc(C(=O)NCc2nc(-c3ccccc3)no2)c1	-4.5
C[C@@H]1CN([C@H](C)CO)C(=O)c2cc(NS(=O)(=O)c3cccs3)ccc2O[C@H]1CN(C)C	-9.7
CC(C)NC(=O)Nc1ccc2c(c1)C(=O)N([C@@H](C)CO)C[C@H](C)[C@H](CN(C)Cc1ccc(-c3ccccc3)cc1)O2	29.8
C[C@H](CO)N1C[C@H](C)[C@H](CN(C)CC2CCCCC2)Oc2ccc(NC(=O)C3CCCCC3)cc2C1=O	4.8
COc1ccc(NC(=O)Nc2cccc3c2O[C@@H](CN(C)CC2CCCCC2)[C@@H](C)CN([C@H](C)CO)C3=O)cc1	4.9
Cc1ccc(Cn2nc(C)cc2C(=O)Nc2ccc(C)cc2)cc1	8.1
C[C@@H]1CN([C@H](C)CO)C(=O)c2cc(NC(=O)Cc3ccccc3)ccc2O[C@@H]1CN(C)Cc1ccc(C(F)(F)F)cc1	4.6
Cc1noc(C)c1NC(=O)Nc1ccc2c(c1)C(=O)N([C@H](C)CO)C[C@H](C)[C@H](CN(C)Cc1ccc(Cl)c(Cl)c1)OCCCC[C@@H](C)O2	45.6
O=C(CSCc1ccccc1F)NCc1ccccc1	-7.7
Cc1ccc(S(=O)(=O)N(C)C[C@@H]2Oc3ccc(NC(=O)C4CC4)cc3CC(=O)N([C@H](C)CO)C[C@@H]2C)cc1	-6.2
Cc1ccc(S(=O)(=O)Nc2cccc3c2O[C@@H](CN(C)S(=O)(=O)c2ccccc2)[C@H](C)CN([C@H](C)CO)C3=O)cc1	-3.8
O=c1cc(CSc2n[nH]c(=O)n2-c2ccccc2)c2ccc(O)cc2o1	3.6
CN1CCc2cc3c(cc2C2OC(O)c4c(ccc5c4OCO5)C21)OCO3 (centres undefined)	13.0
Cc1ccc(S(=O)(=O)N(C)C[C@H]2Oc3ccc(NS(=O)(=O)c4ccc(F)cc4)cc3CC(=O)N([C@@H](C)CO)C[C@@H]2C)cc1	21.5
C[C@H](CO)N1C[C@H](C)[C@H](CN(C)S(=O)(=O)c2cn(C)cn2)Oc2ccc(NC(=O)Nc3ccc(C(F)(F)F)cc3)cc2C1=O	0.8
C[C@H]1CN([C@@H](C)CO)C(=O)c2cccc(NC(=O)c3ccncc3)c2O[C@@H]1CN(C)S(=O)(=O)c1cccs1	2.4
C[C@H](CO)N1C[C@H](C)[C@H](CN(C)S(=O)(=O)c2cccs2)Oc2ccc(N(C)C)cc2CC1=O	-10.6
C[C@@H]1CN([C@H](C)CO)C(=O)Cc2cc(NS(=O)(=O)c3cn(C)cn3)ccc2O[C@H]1CN(C)Cc1ccc2c(c1)OCO2	6.7
C[C@H]1CN([C@@H](C)CO)C(=O)c2cccc(NC(=O)CCCCCC(=O)Nc3ccccc3N)c2O[C@@H]1CN(C)Cc1ccc(-c2ccccc2)cc1	90.6*
CS(=O)(=O)N(CC(=O)Nc1ccc2ccccc2c1)c1ccc(Cl)cc1Cl	-8.5
Cc1onc(-c2c(F)cccc2Cl)c1C(=O)NC(=S)NC1CCSC1=O (centres undefined)	0.8
O=C1NCCCC1C(=O)N1CCCCC1 (centres undefined)	-3.4
CC(Cc1c[nH]c2ccccc12)NC(=O)c1ccco1 (centres undefined)	-4.7
O=C1Cn2nnc(C(=O)c3ccccc3)c2C2(CCCCC2)O1	-18.0
O=C(NO)c1cccc(C(=O)N/N=C/c2ccc(O)c(O)c2O)c1	-5.6
COC(=O)c1ccccc1NC(=O)CSc1nnnn1C	-2.1
CC1=CC(=O)CC(C)(C)[C@@]1(O)/C=C/C(C)O[C@@H]1O[C@H](CO)[C@@H](O)[C@H](O)[C@H]1O (some centres undefined)	7.8
COc1ccccc1-c1nc(N)n[nH]1	25.6
C=CCNC(=O)COc1ccc(C(C)C)cc1	26.9
CC(C)CNS(=O)(=O)c1ccccc1C(=O)N1CCCCC1	11.9

From PubChem BioAssay

These rows are one share of the data. The share of hits here may be higher or lower than overall.
